Cycloheximide cs: counter-screen hit for Shiga toxin inhibitors, cycloheximide | cell reporter, cycloheximide protein synthesis inhibition counterscreen | max response, % | 300,000 tested, 12% active; in the data active means max response mostly above about 13%, no sharp cut-off; inactive means mostly below about 14%; further: read at 38.3 µM for the half of the compounds with a filed dose; 0% is about no effect
Tb PYK inh: T. brucei pyruvate kinase inhibition | TbPYK enzyme, Kinase-Glo Plus ATP luminescence, 45 min | Potency, µM (series often up to 76.8 µM), for the others: at the highest dose activity, negative = inhibition, most hits filed as inhibitors | Q57TT1 | 410,000 tested, 0.12% active; further: potency means the concentration at half of the fitted maximal effect; on the % scale 0 is the no-effect control and ±100 the full control effect; nearly all actives have a fitted effect of over 50% in size
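Enzyme and substrate buffer are dispensed first and compound is pin-transferred. ADP at 130 uM final then starts the reaction, which runs 45 min at room temperature. Detection reagent is added for 10 min before luminescence is imaged.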
LmPK inh: LmPK (Leishmania mexicana) enzyme inhibition | Q27686 | purified LmPK, Kinase-Glo ATP luminescence, 1 h | Potency, µM (series often up to 57.5 µM), for inactives: at the top dose activity change, negative = inhibition, most hits filed as inhibitors | 290,000 tested, 0.37% active | AID 1721; further: potency means the concentration at half of the fitted maximal effect; on the % scale 0 is the no-effect control and ±100 the full control effect
Target sequence (Q27686 whole entry, looked up): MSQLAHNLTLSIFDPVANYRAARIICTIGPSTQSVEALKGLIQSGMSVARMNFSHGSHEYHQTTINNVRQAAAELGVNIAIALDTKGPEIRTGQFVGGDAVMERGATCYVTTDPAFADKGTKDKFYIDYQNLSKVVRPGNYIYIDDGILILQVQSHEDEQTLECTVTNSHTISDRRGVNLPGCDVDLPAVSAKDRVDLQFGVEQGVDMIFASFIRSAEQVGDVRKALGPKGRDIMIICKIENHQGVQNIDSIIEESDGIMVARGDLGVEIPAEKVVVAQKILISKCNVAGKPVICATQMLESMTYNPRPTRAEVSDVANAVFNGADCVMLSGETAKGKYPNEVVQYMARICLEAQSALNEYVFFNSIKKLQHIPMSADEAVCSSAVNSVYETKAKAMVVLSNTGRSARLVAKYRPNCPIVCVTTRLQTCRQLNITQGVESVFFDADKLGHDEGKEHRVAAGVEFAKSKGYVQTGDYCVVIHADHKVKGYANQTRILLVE
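qHTS format; LmPK 0.1 nM; substrates PEP 0.5 mM and ADP 0.1 mM. One-hour room-temperature incubation, then coupled luciferase luminescence; 0.5 nM enzyme wells mark activation.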
Pf growth 96h: P. falciparum growth inhibition at 96 hours; P. falciparum luciferase reporter growth, 96 h; Potency, µM (titrated, usually from 28.7 µM), for the others: at the top dose activity change, negative = inhibition, usual class: inhibitors; 320,000 tested, 6.9% active; AID 504834; further: potency means the concentration at half of the fitted maximal effect; on the % scale 0 is the no-effect control and ±100 the full control effect
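96 h incubation, 37 C, 5% CO2, of luciferase-reporter P. falciparum-infected RBCs (2% hematocrit, 0.05% parasitemia final) with test compounds; endpoint luminescence.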
Pf growth 48h: inhibits P. falciparum growth in the first generation, 48 h; P. falciparum luciferase growth in erythrocytes, 48 h; Potency, µM (titrated, usually from 28.7 µM), inactives show at the highest dose activity change, negative = inhibition, hits mostly inhibitors; 310,000 tested, 5.9% active; further: potency means the concentration at half of the fitted maximal effect; on the % scale 0 is the no-effect control and ±100 the full control effect
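Cell-based growth assay: transgenic P. falciparum expressing firefly luciferase, cultured in red cells within RPMI 1640 containing 0.5% w/v Albumax, 24 mM bicarbonate and gentamycin. A drop in luciferase activity indicates inhibition.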
Shiga inhibitor: inhibitors of Shiga toxin in Vero cells | Vero cells, Shiga toxin protein synthesis inhibition reporter | inhibition, % at 38.7 µM | 290,000 tested, 9.2% active; in the data active means inhibition mostly above about 28%, no sharp cut-off; inactive means mostly below about 43%; further: 0% is about no effect
HCV inh: blocks hepatitis C virus | Huh7.5.1 HCVcc-Cre infection, luciferase reporter, 44 h | Potency, µM (top dose mostly 41.8 µM), for inactives: top-dose activity change, negative = inhibition, most hits filed as inhibitors | 340,000 tested, 3.4% active | AID 651820; further: potency means the concentration at half of the fitted maximal effect; on the % scale 0 is the no-effect control and ±100 the full control effect
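HCVcc-Cre virus at an moi near 0.5 was added right after compound to cells cultured 4 h from seeding (1,000 cells/well). Luciferase activity was determined 44 h later, 15 min after substrate addition at RT.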
* = called active by the depositor; & = joins results of further samples; [ ] = dose if it differs, or a comment. Unless noted, the call rests on the fitted dose curve; in most records, active means well fitted curve in the direction sought with a large enough effect; inconclusive means small, poorly fitted or top-dose-only effect, or another doubt; inactive means no such curve, though single readings can be large; an effect the other way counts as inactive or inconclusive.

Screening CCOC(=O)c1ccc(Nc2cnc3ccccc3n2)cc1 returned Cycloheximide cs 46.6*, Tb PYK inh 2.3%, LmPK inh 0.0%, Pf growth 96h 47.7%[activator], Pf growth 48h 75.8%[activator], Shiga inhibitor 77.9* and HCV inh 15.7%.
CCOC(=O)CN1c2ccccc2NC(=O)CC1C (configuration not stated) was read as Cycloheximide cs -1.5, Tb PYK inh -7.8%, LmPK inh 1.4%, Pf growth 96h -16.1%, Shiga inhibitor -7.9 and HCV inh 8.9%.
O=C(NC1CC1)c1cc(-c2ccccn2)nc2ccccc12 was read as Cycloheximide cs -2.7, Tb PYK inh 1.3%, LmPK inh -3.7%, Pf growth 96h 80.1%[activator], Pf growth 48h 3.7%, Shiga inhibitor -10.7 and HCV inh 10.0%.
For Cc1nn2c(C(F)(F)F)cc(-c3ccc(Cl)cc3)nc2c1C(=O)N1CCOCC1 the results were Cycloheximide cs 5.1, Tb PYK inh -8.2%, LmPK inh 13.7%, Pf growth 96h -8.8%, Shiga inhibitor -4.9 and HCV inh -4.9%.
Screening CCCN1CCN(CCCNC(=O)C2CCCN(c3nc4ccc(OCC)cc4s3)C2)CC1 (configuration not stated) returned Cycloheximide cs 0.3, Tb PYK inh 0.0%, LmPK inh -3.3%, Pf growth 96h 13.0%, Pf growth 48h -2.0%, Shiga inhibitor 12.3 and HCV inh 5.4%.
OCCN1CCOCCN(CCO)CCOCC1 was read as Cycloheximide cs -3.2, Tb PYK inh -8.9%, LmPK inh -0.5%, Pf growth 96h 21.9%, Pf growth 48h 23.8%, Shiga inhibitor -1.8 and HCV inh -2.0%.
O=C(CN1CCCCCC1)Nc1ccc([N+](=O)[O-])cc1Br was read as Cycloheximide cs -1.4, Tb PYK inh 7.2%, LmPK inh -2.9%, Pf growth 96h -5.4%, Pf growth 48h -11.6%, Shiga inhibitor 27.3 and HCV inh -24.4%.
`Cc1ccc2c(c1)N(C(=O)CCC(=O)N1CCCCC1)CCO2` gave Cycloheximide cs -1.0, Tb PYK inh -1.0%, LmPK inh -4.5%, Pf growth 96h 25.3%, Pf growth 48h 2.1%, Shiga inhibitor -3.1 and HCV inh -5.6%.
Screening Cc1ccn2c(=O)nc(SCC(=O)NCCc3ccccc3)nc2c1 returned Tb PYK inh -9.0%, Pf growth 96h 7.2%, Pf growth 48h 12.5% and HCV inh -5.5%[8.37 µM].
For C=CCNC(=S)Nc1ccccc1 the results were Cycloheximide cs -2.9, Tb PYK inh 4.4%, LmPK inh -1.7%, Pf growth 96h 37.8%[activator], Pf growth 48h 0.6%, Shiga inhibitor -1.7 and HCV inh 8.9%.
`CCCC(=O)Oc1ccc(C2NC(=O)c3ccccc3O2)cc1` (configuration not stated) gave Cycloheximide cs 1.1, Tb PYK inh -1.9%, LmPK inh 2.3%, Pf growth 96h -26.5%, Pf growth 48h 1.2% and HCV inh 1.5%.
NNc1nc(-c2ccccc2)cc(-c2ccccc2O)n1 was read as Cycloheximide cs -0.5, Tb PYK inh -2.2%, LmPK inh 1.9%, Pf growth 96h inconclusive, Pf growth 48h inconclusive, Shiga inhibitor 7.5 and HCV inh inconclusive.
Screening COc1ccc(NC(=S)N2CCN(C(=O)C3CCCO3)CC2)cc1 (configuration not stated) returned Cycloheximide cs 3.5, Tb PYK inh -10.5%, LmPK inh -4.3%, Pf growth 96h 4.6%, Pf growth 48h 7.9% and Shiga inhibitor -13.7.
`COc1cc2[nH]c(=O)n(CCCCCC(=O)NC3CCCC3)c(=O)c2cc1OC` gave Cycloheximide cs -5.2, Tb PYK inh 9.7%, LmPK inh 1.8%, Pf growth 96h 27.5%, Pf growth 48h inconclusive, Shiga inhibitor -12.4 and HCV inh 19.0%.
`Cn1c(=O)c2c(nc(CN3CCOCC3)n2CCCO)n(C)c1=O` gave Cycloheximide cs -2.3, Tb PYK inh 4.5%, LmPK inh 4.6%, Pf growth 96h inconclusive, Pf growth 48h 9.7%, Shiga inhibitor 9.7 and HCV inh -15.6%.
Cc1cc(C)n(C(=O)c2ccc([N+](=O)[O-])c(Cl)c2)n1 was read as Cycloheximide cs 5.6, Tb PYK inh -0.5%, LmPK inh 0.6%, Pf growth 96h inconclusive, Pf growth 48h -1.0%, Shiga inhibitor 12.0 and HCV inh 20.4%.
`COc1ccc(-c2nn(CCC#N)cc2C(=O)Nc2ccc(C(C)=O)cc2)cc1[N+](=O)[O-]` gave Cycloheximide cs -0.6, Tb PYK inh -1.3%, LmPK inh -3.9%, Pf growth 96h inconclusive, Pf growth 48h 6.9% and HCV inh -6.9%.
`CCN(CC)C(=O)COC(=O)c1cc(-c2ccc(OC)cc2)nc2ccccc12` gave Cycloheximide cs 23.0*, Tb PYK inh 6.8%, LmPK inh 5.1%, Pf growth 48h -2.5%, Shiga inhibitor 34.7 and HCV inh inconclusive.
Cc1scc(C(=O)N2CCN(c3ccc(Cl)cc3)CC2)c1C was read as Cycloheximide cs -1.5, Tb PYK inh -8.5%, LmPK inh 4.5%, Pf growth 96h 30.5%[activator], Pf growth 48h -17.0%, Shiga inhibitor -7.3 and HCV inh inconclusive.
Cc1ccc(C)c(S(=O)(=O)N2CCN(C(=O)CNC(=O)c3ccc4ccccc4c3)CC2)c1 was read as Tb PYK inh -1.7%, Pf growth 96h inconclusive, Pf growth 48h -4.7% and HCV inh inconclusive.

Fetched by structure from the list above (2):
NNc1nc(-c2ccccc2)cc(-c2ccccc2O)n1 was read as Cycloheximide cs -0.5, Tb PYK inh -2.2%, LmPK inh 1.9%, Pf growth 96h inconclusive, Pf growth 48h inconclusive, Shiga inhibitor 7.5 and HCV inh inconclusive.
For C=CCNC(=S)Nc1ccccc1 the results were Cycloheximide cs -2.9, Tb PYK inh 4.4%, LmPK inh -1.7%, Pf growth 96h 37.8%[activator], Pf growth 48h 0.6%, Shiga inhibitor -1.7 and HCV inh 8.9%.

The list continues.
Screening Cc1ccc(NC(=O)CCC(=O)Nc2ccc(C)cc2)cc1 returned Cycloheximide cs 5.7, Tb PYK inh 0.1%, LmPK inh 3.1%, Pf growth 96h inconclusive, Pf growth 48h -15.8%, Shiga inhibitor -13.9 and HCV inh -9.6%.
Screening Cc1cc(F)ccc1NC(=S)NCCc1ccccc1 returned Cycloheximide cs 5.8, Tb PYK inh 2.0%, LmPK inh -0.3%, Pf growth 96h inconclusive, Pf growth 48h inconclusive, Shiga inhibitor 7.0 and HCV inh -4.7%.
`CCn1c(SCC(=O)NC2=NCCS2)nnc1C(C)NC(=O)c1ccc(Cl)cc1` (configuration not stated) gave Cycloheximide cs -3.5, Tb PYK inh -0.7%, LmPK inh -0.2%, Pf growth 96h 16.9%, Pf growth 48h 10.0%, Shiga inhibitor -8.5 and HCV inh 5.5%.
For O=C1c2ccccc2C(=O)N1c1cccc(-c2csc(Nc3ccc4c(c3)OCO4)n2)c1 the results were Cycloheximide cs 20.4*, LmPK inh -0.5%, Pf growth 96h 10.4µM*, Pf growth 48h 17.8%, Shiga inhibitor 70.8* and HCV inh -1.3%.
Screening O=C(NCC1(c2ccccc2)CCCC1)c1ccccc1Br returned Cycloheximide cs -2.6, Tb PYK inh -6.2%, LmPK inh -0.4%, Pf growth 96h inconclusive, Pf growth 48h -5.1%, Shiga inhibitor -2.3 and HCV inh -25.0%.
For C=CCNC(=O)C(=O)NCC1CCCN1S(=O)(=O)c1cccs1 (configuration not stated) the results were Tb PYK inh -0.1%, Pf growth 96h -23.1%, Pf growth 48h inconclusive and HCV inh -9.8%.
Screening COc1ccc(CCn2c(=O)c3cccnc3n(Cc3ccc([N+](=O)[O-])cc3)c2=O)cc1OC returned Cycloheximide cs 12.1, Tb PYK inh 1.6%, LmPK inh 4.9%, Pf growth 96h 73.3%[activator], Pf growth 48h inconclusive, Shiga inhibitor -4.8 and HCV inh 8.4%.
`CSc1ccc(CNC(=O)CCn2ccc3cc(S(=O)(=O)N4CCCC4)ccc32)cc1` gave Cycloheximide cs -2.9, Tb PYK inh -26.5%&-3.1%, LmPK inh 1.7%, Pf growth 96h inconclusive, Pf growth 48h inconclusive, Shiga inhibitor -4.1 and HCV inh inconclusive.
Cc1ccc(-n2cccn2)c(CN2CCCC(C(=O)c3sccc3C)C2)c1 (configuration not stated) was read as Cycloheximide cs -0.9, Tb PYK inh -0.9%, LmPK inh 0.7%, Pf growth 96h 3.5%, Pf growth 48h inconclusive, Shiga inhibitor -1.4 and HCV inh inconclusive.
Screening CCOCCn1c(SCc2ccc(C)cc2)nc2c1c(=O)[nH]c(=O)n2C returned Cycloheximide cs -0.5, Tb PYK inh 5.2%, LmPK inh 12.0%, Pf growth 96h inconclusive, Shiga inhibitor -1.8 and HCV inh -19.8%.
For CCOc1ccc2nc(N3CCCC(C(=O)NCCCN4CC(C)CC(C)C4)C3)sc2c1 (configuration not stated) the results were Cycloheximide cs 31.7*, Tb PYK inh -3.4%, LmPK inh 2.2%, Pf growth 96h inconclusive, Pf growth 48h inconclusive, Shiga inhibitor 23.1 and HCV inh inconclusive.
For O=C(/C=C\NCC(=O)c1ccccc1)c1ccc(F)cc1 the results were Cycloheximide cs 28.3*, Tb PYK inh -1.9%, LmPK inh -3.9%, Pf growth 96h 50.3%[activator], Pf growth 48h 45.4%[activator], Shiga inhibitor 28.4 and HCV inh 16.6%.
Screening O=C(CN1CCC(n2nnc3cc(F)ccc32)CC1)NCc1ccco1 returned Cycloheximide cs 9.4, Tb PYK inh -2.9%, LmPK inh 2.0%, Pf growth 96h -0.9%, Pf growth 48h inconclusive, Shiga inhibitor 76.2 and HCV inh 5.8%.
Screening CCc1cc(=O)oc2cc(OCC(=O)N3C[C@H]4C[C@@H](C3)c3cccc(=O)n3C4)ccc12 returned Cycloheximide cs -3.2, Tb PYK inh -7.9%, LmPK inh -10.8%, Pf growth 96h 32.0%[activator], Pf growth 48h 3.4%, Shiga inhibitor -4.0 and HCV inh 13.3%.
Screening CCc1c(C)nc2ncnn2c1N1CCC(C(=O)NCc2ccc3c(c2)OCO3)CC1 returned Cycloheximide cs -0.9, Tb PYK inh 2.4%, LmPK inh -5.3%, Pf growth 96h 4.6%, Pf growth 48h inconclusive and Shiga inhibitor -6.5.
`COc1ccc(NC(=O)c2sc3nc(N4CCOCC4)c4c(c3c2N)CCCC4)c(OC)c1` gave Cycloheximide cs -3.6, Tb PYK inh -3.5%, LmPK inh -3.1%, Pf growth 96h 23.2%, Pf growth 48h -4.4%, Shiga inhibitor -6.5 and HCV inh -13.9%.
For Cc1ccc(S(=O)(=O)Nc2nc(C)c(C)s2)cc1 the results were Cycloheximide cs -5.1, Tb PYK inh 2.1%, LmPK inh 8.1%, Pf growth 96h 6.1%, Pf growth 48h -11.2%, Shiga inhibitor 2.1 and HCV inh 11.8%.
For Cc1cc(C(=O)CSc2nnc(-c3ccc(F)cc3)o2)c(C)n1CC1COc2ccccc2O1 (configuration not stated) the results were Cycloheximide cs -4.5, Tb PYK inh -10.7%, LmPK inh 2.4%, Pf growth 96h inconclusive, Pf growth 48h inconclusive, Shiga inhibitor 2.4 and HCV inh -19.2%.
COc1ccc(NC(=O)CSc2nnc(-c3ccccn3)n2N)cc1Cl was read as Cycloheximide cs 13.3, Tb PYK inh 1.8%, LmPK inh -1.5%, Pf growth 96h 6.7%[5.75 µM], Pf growth 48h 7.6%, Shiga inhibitor 5.4 and HCV inh -23.0%.
`O=C(COC(=O)c1cc[n+]([O-])cc1)Nc1ccc(Cl)cc1C(F)(F)F` gave Tb PYK inh -3.2%, Pf growth 96h 27.6%, Pf growth 48h 8.9% and HCV inh 31.1%[activator].

Screening results as filed in PubChem.
